# hIAP act: human IAP activation; P09923; purified human IAP, CDP-Star luminescence, 30 min; stronger effect = higher value; 1 = vehicle-only enzyme, 0 = enzyme-free background; activation factor at 10 µM; hit rate 0.16% among 330,000; AID 2524;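 active means activation factor of the enzyme at least 2-fold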; further: the source names both 10 and 20 µM as test concentration; values of inactives mirror those of a sister screen read the other way
# GRIN3A LBD mod: NR3A (human) ligand-binding domain modulation. NR3A LBD differential scanning fluorimetry, Tm shift; 0% = protein alone, 100% = glycine-bound protein. Tm shift relative to glycine control, % at 25 µM. hit rate 2.5% among 340,000;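 active means melting temperature shift of at least 10% of the positive control shift, at one fixed dose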
# PfG6PD inh: PfG6PD (Plasmodium falciparum) enzyme inhibition. inhibition, % at 20 µM. PfGluPho enzyme, NADPH resazurin-diaphorase fluorescence. hit rate 0.78% among 350,000;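 active means inhibition reaching at least a set limit at 20 µM in the primary screen, cut at about 59% in these data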;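 further: 0% = DMSO wells with substrate and 100% = DMSO wells lacking glucose-6-phosphate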
# ATG4B inh: blocks human ATG4B protease cleavage of LC3 substrate | Q9Y4P1 | ATG4B cleavage of LC3-PLA2, NBD-HPC fluorescence, 1 h | inhibition, % at 8.33 µM | hit rate 0.51% among 340,000 | AID 504462; in the data active means inhibition above about 40%
# Target sequence (Q9Y4P1 whole entry, looked up): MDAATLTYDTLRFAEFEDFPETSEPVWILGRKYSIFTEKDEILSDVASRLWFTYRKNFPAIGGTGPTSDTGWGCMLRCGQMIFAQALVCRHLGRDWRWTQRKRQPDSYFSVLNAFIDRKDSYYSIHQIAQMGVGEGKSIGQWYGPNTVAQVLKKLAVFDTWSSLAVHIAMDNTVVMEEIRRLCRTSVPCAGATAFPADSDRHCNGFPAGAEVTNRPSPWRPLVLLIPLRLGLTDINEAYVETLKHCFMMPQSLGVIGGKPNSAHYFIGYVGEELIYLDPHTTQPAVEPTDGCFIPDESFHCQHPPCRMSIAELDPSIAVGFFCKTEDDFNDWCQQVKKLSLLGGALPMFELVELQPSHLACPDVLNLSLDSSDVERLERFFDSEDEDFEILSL
# SENP8 block: SENP8 (human) protease inhibition. recombinant SENP8, Nedd8 substrate fluorescence. inhibition, % at 20 µM. hit rate 0.64% among 360,000; in the data active means inhibition mostly above about 40%, no sharp cut-off; inactive means mostly below about 27%
# Target sequence (Q96LD8 whole entry, looked up): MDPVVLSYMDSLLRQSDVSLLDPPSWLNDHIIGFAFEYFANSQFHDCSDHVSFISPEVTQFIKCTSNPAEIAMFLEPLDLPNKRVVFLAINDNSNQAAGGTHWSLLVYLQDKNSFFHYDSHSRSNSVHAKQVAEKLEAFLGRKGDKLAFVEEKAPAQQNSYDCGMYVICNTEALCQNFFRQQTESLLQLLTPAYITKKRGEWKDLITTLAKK
# SENP6 block: SENP6 protease inhibition; inhibition, % at 10 µM; Recombinant SENP6 catalytic domain, aminoluciferin luminescence; hit rate 1.8% among 330,000; AID 2599;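 active means inhibition above about 50% at the single tested dose, limit read from the data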;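 further: plate controls were DMSO wells with enzyme for no effect and DMSO wells lacking enzyme for full effect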
# SENP1 FRET inh: blocks the human SENP1 SUMO protease catalytic domain. recombinant SENP1 catalytic domain, CyPet-SUMO1-YPet FRET cleavage. hit rate 0.21% among 360,000. inhibition, % at 10 µM. Q9P0U3;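 active means inhibition at least 30% at 10 µM, raw YFP signal under a set limit, fluorescence ratio 0.5 to 1.5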;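 further: 0% = enzyme with DMSO and 100% = no enzyme wells; some results filed as inactive read as strong as hits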
# Target sequence (Q9P0U3 419-644 limits assumed): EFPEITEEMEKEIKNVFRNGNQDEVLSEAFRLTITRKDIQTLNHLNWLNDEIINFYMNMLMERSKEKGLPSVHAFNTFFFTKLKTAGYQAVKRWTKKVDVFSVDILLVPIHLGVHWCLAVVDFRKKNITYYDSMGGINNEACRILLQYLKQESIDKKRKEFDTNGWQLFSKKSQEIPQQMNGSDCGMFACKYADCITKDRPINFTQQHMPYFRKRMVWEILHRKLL
#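 System: Recombinant human SENP1 catalytic domain, His6-tagged | Incubation: Enzyme reaction for 50 min at room temperature, dark | Medium: Tris pH 8 with BME, BSA, NP40 and catalase | Also added: 25 nM SUMO1 FRET substrate | Compound: 10 µM single point, 0.5% DMSO | Measured by: FRET fluorescence in CFP and YFP emission channels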
# MPTP block: permeability transition pore inhibition; inhibition, % at 10 µM; AID 602449; isolated mouse mitochondria, Ca2+ swelling absorbance, 30 min; hit rate 1.4% among 360,000;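 active means inhibition of 50% or more, scaled per plate between neutral and stimulator controls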;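 further: 0% = DMSO wells given calcium and 100% = 1 mM EGTA wells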
# An asterisk follows results filed as active; · = no result given.
compound	GRIN3A LBD mod	MPTP block	PfG6PD inh	SENP6 block	ATG4B inh	SENP8 block	SENP1 FRET inh	hIAP act
COC(=O)c1cccc(NC(=O)NC(=O)c2ccc(Cl)cc2)c1	-2	1.2	-7	-2	3	-5	-2	0.86
COc1ccc(OCC(O)CN2CC(C)OC(C)C2)cc1 (configuration not stated)	0	-0.5	-8	-8	4	3	1	1.1
O=C(COc1ccccc1)NCCSCc1ccc(Cl)cc1	-2	-0.3	-4	10	-3	14	1	0.89
Cc1ccc(SC(C)C(=O)N2CCN(c3ccccc3)CC2)cc1 (configuration not stated)	-1	0.8	2	-20	-3	3	0	1
Cc1cccc(-n2c3nc(=O)[nH]c(=O)c-3cc3c(C)nn(-c4ccccc4)c32)c1C	1	0.7	0	-7	10	-286	-24	1.6
O=C(c1nc2ccccn2c1CNCCCn1ncc2ccccc21)N1CCCC1	1	0.1	4	12	-3	-2	-9	1.2
CCOC(=O)CNC(=O)C1Cc2ccccc2CN1S(=O)(=O)c1cccs1 (configuration not stated)	-1	-2.7	-10	12	-15	14	0	0.93
Fc1ccccc1Cn1nnc2c(-n3ccnc3)ncnc21	-1	0.8	14	4	-5	4	1	0.96

# Remaining list, next part:
compound	GRIN3A LBD mod	MPTP block	PfG6PD inh	SENP6 block	ATG4B inh	SENP8 block	SENP1 FRET inh	hIAP act
CCOC(=O)C(NCc1ccco1)(NC(=O)c1ccc(OC)cc1)C(F)(F)F (configuration not stated)	0	1.3	-11	-3	2	8	0	1.2
CCOC(=O)c1c(C)c(C(=O)Nc2ccc3c(c2)OCCO3)c(C)n1C	1	-0.4	1	0	-1	9	-22	0.84
C=CCNC(=O)c1oc2ccc(S(=O)(=O)N(CC)CC)cc2c1C	-5	-0.1	-13	-15	11	1	-2	0.87
c1ccc(CCNCCCOc2cccc3ccccc23)cc1	-1	6.9	4	13	3	17	1	0.82
CCOCCCN(Cc1ccco1)S(=O)(=O)c1csc(C(N)=O)c1	0	-0.5	-10	-17	10	11	0	1
O=C(CCc1nc(-c2ccccc2)no1)NCc1ccccc1CN1CCOCC1	1	-0.1	11	-6	-1	16	2	1
CC1(C)CC(=O)C(C(c2cccc([N+](=O)[O-])c2)C2C(=O)CC(C)(C)CC2=O)C(=O)C1	0	-8.2	4	7	-2	11	3	1.1
COc1cc(/C=C/c2ccc(/C=C/c3cc(OC)c(OC)c(OC)c3)cc2)cc(OC)c1OC	0	1.9	-2	·	4	-470	-28	·

# Next records
compound	GRIN3A LBD mod	MPTP block	PfG6PD inh	SENP6 block	ATG4B inh	SENP8 block	SENP1 FRET inh	hIAP act
O=C(NCc1ccc(OC(F)(F)F)cc1)c1ccc2c(c1)S(=O)(=O)c1ccccc1C2=O	-3	-1.0	14	-11	27	7	3	1
CSc1ccccc1NC(=O)c1cc(-c2ccc3c(c2)OCO3)on1	-3	1.7	-5	0	3	-44	3	1.1
Cc1onc(-c2ccc(Cl)cc2Cl)c1-c1csc(N/N=C/c2ccccc2)n1	7	29	16	-32	4	-102	-6	0.99
CCN1CCN(c2ccc(S(=O)(=O)N3CCOCC3)cc2NC(=O)/C=C/c2cccc(OC)c2OC)CC1	1	0.0	-12	-1	-11	-39	0	0.9
CCOC(=O)C(Cc1ccccc1)C(=O)Nc1cccc(C)c1 (configuration not stated)	-2	0.0	21	-12	6	16	2	1.3
Cc1cccc(C(=O)NNS(=O)(=O)c2ccc(F)cc2)c1O	1	1.1	-14	5	-2	3	1	1.1
COc1cccc(-n2cc(C(=O)NCCCOC(C)C)c3ccccc3c2=O)c1	-1	0.3	1	-18	-6	-27	2	1
O=C(Cn1c(=O)n(CC2CCCO2)c(=O)c2ccccc21)N1CCN(c2ccccc2)CC1 (configuration not stated)	-2	0.0	-14	-20	-6	16	-2	1.1

# (list continues)
compound	GRIN3A LBD mod	MPTP block	PfG6PD inh	SENP6 block	ATG4B inh	SENP8 block	SENP1 FRET inh	hIAP act
CNS(=O)(=O)c1cccc(C(=O)OC2CCOC2=O)c1 (configuration not stated)	0	-3.0	5	-3	2	-3	0	1.1
CCCCNC(=O)/C(=C/c1ccco1)NC(=O)c1ccco1	1	-0.2	16	2	-4	6	-3	0.91
Cc1nnc(SC(C)C(=O)NC2CCCCC2C)n1N (configuration not stated)	·	-2.0	13	-12	3	12	0	1.2
CCOC(=O)C(NC(=O)CC(C)C)(Nc1sc2c(c1C(N)=O)CCCC2)C(F)(F)F (configuration not stated)	-1	0.7	-8	-6	-2	4	3	1.2
O=c1[nH]c(CN2CCN(S(=O)(=O)c3ccccc3C(F)(F)F)CC2)nc2sc3c(c12)CCCC3	-1	-2.3	16	-17	14	-35	4	0.99
CCN(CC)S(=O)(=O)c1ccc(NC(=O)CO/N=C(\N)c2ccccc2)cc1	0	1.7	-9	-1	-8	14	2	1
COc1ccc(NC2CCCN(C(=O)CSc3ccncc3)C2)cc1 (configuration not stated)	0	-0.3	1	1	21	1	2	0.91
NC(=O)[C@@H]1CCCNc2c(I)cc([N+](=O)[O-])cc2C(=O)N[C@@H](CO)C(=O)NCC(=O)N1	-2	·	-5	-8	5	·	·	0.86

# Next results follow:
compound	GRIN3A LBD mod	MPTP block	PfG6PD inh	SENP6 block	ATG4B inh	SENP8 block	SENP1 FRET inh	hIAP act
Cc1cccc(C(=O)NC(=S)NNC(=O)c2ccccc2Cl)c1	-3	85*	27	-9	-8	20	0	0.95
COc1ccccc1C(=O)C1CCCN(C(=O)c2snnc2C)C1 (configuration not stated)	0	5.4	-18	18	9	8	0	1.1
C#CCOCCOCCOCCNc1nc(N2CCN(C(=O)[C@H](CCC(=O)O)n3cc(C(N)CC(C)C)nn3)CC2)nc(N2CCN(C(=O)[C@H](CCC(=O)O)n3cc(C(N)CC(C)C)nn3)CC2)n1 (some centres not stated)	0	-0.8	-10	-17	-2	11	-2	1.1
Cc1ccc(S(=O)(=O)N2CC(O)CC2C(=O)Nc2ccc3c(c2)CCC3)cc1 (configuration not stated)	1	-1.1	7	-4	-3	5	-1	0.98
COC(=O)COc1ccc(C)cc1-n1nc2ccccc2n1	1	-0.8	-48	-17	6	-437	7	1.1
CCN(CC)c1ccc2cc(NC(=O)CCC(=O)O)c(=O)oc2c1	3	-2.1	-20	-10	-7	-260	-22	0.93
CCOc1ccccc1N1C(=O)c2ccc(C(=O)O)cc2C1=O	0	-2.2	-6	-42	-6	22	3	1.2
N#Cc1ccc(C(=O)OCC(=O)N2CCCC2)cc1	-2	0.2	7	-8	-10	13	1	1.1

# (next part)
compound	GRIN3A LBD mod	MPTP block	PfG6PD inh	SENP6 block	ATG4B inh	SENP8 block	SENP1 FRET inh	hIAP act
Cc1cccc(C(=O)Nc2ccc(O)cc2)c1	-19	4.4	21	12	-11	24	0	1
COc1cc(-n2c(C)nc3cc(C(=O)O)ccc32)cc(OC)c1OC	-2	-2.8	-9	-21	-36	5	0	0.9
CC(=O)c1ccc(NC(=O)CSc2nc(C)cc(C)c2C(N)=O)cc1	0	1.0	-14	-34	-9	1	0	1
COc1ccc(CN2CC(C(=O)NCc3ccccn3)CC2=O)cc1 (configuration not stated)	1	-5.4	-7	11	2	13	0	0.92
O=C(CCn1c(=O)[nH]c2ccsc2c1=O)N1CC(=O)N(CCc2ccccc2)C(=O)C1	4	1.4	-2	-17	-12	-2	-2	1
O=C(CN1C(=O)C2CC=CCC2C1=O)Nc1ccc(-c2nnc3n2CCCCC3)cc1 (configuration not stated)	1	-0.6	20	-10	-15	2	5	1.1
CC(C)(C)C(=O)Nc1cc(S(=O)(=O)Nc2ccc(Cl)cc2)ccc1Cl	0	14	7	8	-4	-2	2	0.99
Cc1ccc(CNc2ccc3c(c2)ncn3C)cc1	-1	0.0	19	-10	-4	-114	-29	1.1

# Entries from the list above that have a furan ring, fused or not (4):
compound	GRIN3A LBD mod	MPTP block	PfG6PD inh	SENP6 block	ATG4B inh	SENP8 block	SENP1 FRET inh	hIAP act
CCOC(=O)C(NCc1ccco1)(NC(=O)c1ccc(OC)cc1)C(F)(F)F (configuration not stated)	0	1.3	-11	-3	2	8	0	1.2
C=CCNC(=O)c1oc2ccc(S(=O)(=O)N(CC)CC)cc2c1C	-5	-0.1	-13	-15	11	1	-2	0.87
CCOCCCN(Cc1ccco1)S(=O)(=O)c1csc(C(N)=O)c1	0	-0.5	-10	-17	10	11	0	1
CCCCNC(=O)/C(=C/c1ccco1)NC(=O)c1ccco1	1	-0.2	16	2	-4	6	-3	0.91

# Later entries.
compound	GRIN3A LBD mod	MPTP block	PfG6PD inh	SENP6 block	ATG4B inh	SENP8 block	SENP1 FRET inh	hIAP act
Cc1ccc(SCC(=O)NNC(=O)C2CCCCC2)cc1	1	0.2	9	-4	-1	11	1	1.2
NNc1nc2sc3c(c2c(=O)n1C1CCCCC1)CCN(Cc1ccccc1)C3	-2	0.7	-21	5	12	7	-161	1.1
Cc1ccc(S(=O)(=O)N(CC2CO2)c2cccc([N+](=O)[O-])c2)cc1 (configuration not stated)	-1	0.9	-14	8	4	2	0	0.86
CCC1CN(C(=O)NCc2ccc(F)cc2)c2ccccc2O1 (configuration not stated)	-1	-0.6	8	-4	3	12	2	0.96
O=C(Nc1ccccn1)NC1CCCCC1	-4	1.0	-24	-1	3	6	2	1
COc1ccc(C2C(C(C)=O)=C(C)Nc3ncnn32)cc1OC (configuration not stated)	-3	0.9	-20	15	13	12	1	1.1
O=C(Cn1c(=O)c2cccn2c2ccc(F)cc21)NCCCN1CCN(c2ccccc2F)CC1	13*	0.1	-12	1	-2	-4	1	0.93
O=C(CN1CCN(Cc2ccccc2)CC1)NCc1ccccc1Cl	1	-1.2	-15	-19	0	0	0	1

# The list goes on.
compound	GRIN3A LBD mod	MPTP block	PfG6PD inh	SENP6 block	ATG4B inh	SENP8 block	SENP1 FRET inh	hIAP act
O=C(COc1ncnc2c(Cl)cc(Cl)cc12)NC1CCCCCC1	1	0.8	-14	-7	-1	29	2	0.9
CN1CCN(c2ccc(S(=O)(=O)N3CCCCC3)cc2NC(=O)c2ccc3ccccc3c2)CC1	-4	67*	24	-15	-19	2	1	0.86
O=[N+]([O-])c1ccc(Sc2nnnn2-c2ccccc2)c(Cl)c1	2	0.3	2	-5	-6	11	2	0.91
CC(=O)c1cnc(Nc2nc(C)c3cc(C)c(C)cc3n2)nc1C	-1	0.8	0	0	10	-9	2	0.97
Cc1cccc(C)c1NC(=S)NC(=O)c1ccc(Br)o1	-1	-1.3	4	-7	1	23	1	1.1
COc1ccc(C(=O)OCC(=O)Nc2sccc2C(N)=O)cc1[N+](=O)[O-]	-3	0.0	0	-4	-10	2	-1	0.9
NS(=O)(=O)c1ccc(CNC(=O)c2cccnc2Cl)cc1	0	-0.3	-2	17	-4	-1	1	1
Cc1c(NC(=O)OCCNC(=O)Nc2ccccc2)sc(=S)n1C	4	-3.0	6	-2	-3	26	0	0.91
Cc1cc(C(F)(F)F)c(C#N)c(=O)[nH]1	3	-0.4	-17	-10	0	-492	-2	1.2

# Looked up above.
# Value of CN1CCN(c2ccc(S(=O)(=O)N3CCCCC3)cc2NC(=O)c2ccc3ccccc3c2)CC1 under GRIN3A LBD mod: -4
# Value of Cc1cccc(C)c1NC(=S)NC(=O)c1ccc(Br)o1 under ATG4B inh: 1

# Fetched one by one from above, two records:
compound	GRIN3A LBD mod	MPTP block	PfG6PD inh	SENP6 block	ATG4B inh	SENP8 block	SENP1 FRET inh	hIAP act
O=[N+]([O-])c1ccc(Sc2nnnn2-c2ccccc2)c(Cl)c1	2	0.3	2	-5	-6	11	2	0.91
Cc1cccc(C)c1NC(=S)NC(=O)c1ccc(Br)o1	-1	-1.3	4	-7	1	23	1	1.1

# Compound activity (PubChem)
